Assay outcomes (PubChem BioAssay)
FECH block: human FECH heme synthesis enzyme inhibition | purified FECH, Ni-mesoporphyrin absorbance 550 nm | P22830 | calls only at 10 µM (by protocol) | actives 3.3% (n = 20,000) | AID 1671448;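 active = enzyme reaction rate more than 3 SD below the solvent-only control wells on the same plate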;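 note: lower slope than DMSO wells means FECH inhibition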
Target sequence (P22830 whole entry, looked up): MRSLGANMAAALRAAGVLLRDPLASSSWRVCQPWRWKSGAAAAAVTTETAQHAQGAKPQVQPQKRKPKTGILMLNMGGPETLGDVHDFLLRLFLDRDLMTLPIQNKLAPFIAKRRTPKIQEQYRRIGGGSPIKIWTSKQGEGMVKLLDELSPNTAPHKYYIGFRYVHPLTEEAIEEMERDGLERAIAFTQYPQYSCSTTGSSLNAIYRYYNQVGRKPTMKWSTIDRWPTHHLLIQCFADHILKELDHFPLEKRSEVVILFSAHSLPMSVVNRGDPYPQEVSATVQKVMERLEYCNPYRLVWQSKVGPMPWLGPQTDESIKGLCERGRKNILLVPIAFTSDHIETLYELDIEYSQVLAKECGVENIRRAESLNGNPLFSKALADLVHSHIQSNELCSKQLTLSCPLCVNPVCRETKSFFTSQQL
Calls only; i = inactive; + = active, no number. An excerpt; count on the stated rates, not on these rows.

SMILES	FECH block
Cc1cc2nc(CNC(C)CCn3cccn3)[nH]c2cc1C (stereo not given)	i
Cc1[nH]cnc1CN(C)Cc1nc(CC(C)C)no1	i
O=C(O)C1(CCOc2ccccc2)CCCN(c2cnc3ccccc3n2)C1 (stereo not given)	i
Cn1c(=O)c(C(=O)Nc2ccccc2C(F)(F)F)nc2ccccc21	i
COc1cc(-c2ccc(N3CCOCC3)cc2)cc(OC)c1OC	i
CCn1ncc(Cl)c1C(=O)N1Cc2cnc(-c3ccccc3)nc2C1	i
NS(=O)(=O)c1ccc(NC(=O)c2nc(S(=O)(=O)Cc3ccc(F)cc3)ncc2Cl)cc1	i
O=C(Nc1ccccc1Cl)N1CCC(n2cnc3cccnc32)CC1	i
O=C(c1csc(S(=O)(=O)Nc2cccnc2)c1)N1CCCC1	i
Cc1nc(C2CCNCC2)cc(N2CCOc3ccccc3C2)n1	i
COc1ccc(NC(=O)N2CCC(n3c(C)nc4cccnc43)CC2)cc1OC	i
CCCN(Cc1cccnc1)C(=O)c1ccccc1NC	i
CS(=O)(=O)c1ccc(CN2CCCC(Cn3ccnc3)C2)cc1 (stereo not given)	i
COc1ccc(N2C(=O)CCS2(=O)=O)cc1S(=O)(=O)NCc1ccncc1	i
Cc1cccc(NCc2cc(=O)n3[nH]c(NCc4ccccc4)nc3n2)c1C	i
COC(=O)c1ccc(NC(=O)CN2CCN(Cc3ccccc3)S2(=O)=O)cc1	i
Cc1nn(C)c(C)c1CCCN(C)c1ncc(NS(=O)(=O)c2ccc(C(C)C)cc2)cc1C(=O)O	i
Cc1ccc(C)c(C(NC(=O)c2cc3ncccn3n2)c2cccnc2)c1 (stereo not given)	i
Cc1nc2cccnc2n1CCN1CCNCC1	i
O=C(c1cc(-c2ccsc2)n[nH]1)N1Cc2cnn(CCO)c2C1	i
CC(NS(C)(=O)=O)C(=O)N(C)Cc1ccsc1 (stereo not given)	i
CC(C)c1nc(CN(C)C(=O)c2ccc(-n3cnnn3)cc2)cs1	i
Cc1ccc(CNC(=O)C2(C)Cn3nc(C(=O)NCCc4ccccc4)cc3C(=O)N2C)cc1 (stereo not given)	i
CC(C)C1CN(C(=O)NCc2ccc(Cl)cc2)CCC(=O)N1CC1CC1 (stereo not given)	i
CCOC(=O)c1ccc(NC(=O)CN2CCN(Cc3ccc(C)cc3)S2(=O)=O)cc1	i
Cc1ccc(Cn2c(CCNC(=O)Nc3ccc(F)c(Cl)c3)nc3cccnc32)cc1	i
Cc1cnc(CN(C)C(=O)C23CC4C[C@@](C)(C2)C[C@](C)(C4)C3)[nH]1	i
Cc1cc(OCC(O)CNC2CCSCC2)ccc1Cl (stereo not given)	i
OCc1cc(-c2cccc(N3CCNCC3)n2)ccc1F	i
O=C(NC1CC(=O)N(C2CCCCCC2)C1)c1ccccc1-c1ncc[nH]1 (stereo not given)	i
COc1cccc2c1OCCCN(C(=O)c1c(C)cc(=O)oc1C)C2	i
CCc1nc(-c2nc3c([nH]2)CC(c2ccc(Cl)cc2)CNC3=O)no1 (stereo not given)	i
Cc1cc(C)cc(-n2c(CN3CCN(S(=O)(=O)c4ccc(Cl)s4)CC3)nc3cccnc32)c1	i
c1cc(-c2ccc3cc[nH]c3c2)c2ccncc2c1	i
CCc1ccc(-c2nccn2CCc2ccccn2)nc1	i
CC(=O)Nc1ccsc1C(=O)N(C)CC1(CO)CCC1	i
CCCc1cnc(C)nc1N1CCN(Cc2cc(C(C)(C)C)n[nH]2)CC1	i
CCN1CCN(c2nc(Nc3cccc(F)c3)c3cnn(-c4ccccc4)c3n2)CC1	i
O=S(=O)(NCCn1c(C(F)(F)F)nc2cccnc21)c1ccccc1Cl	i
CCCc1nc2nc[nH]n2c(=O)c1NC(=O)Nc1ccccc1CC	i
COc1cc(C(=O)N2CCC(CCn3cccn3)CC2)ccc1O	i
Cc1cc(N2CCCCC2)nc(N2CCN(S(=O)(=O)c3ccccc3)CC2)n1	i
Cc1cnc(-n2cnnc2)c(-c2cc3ccccc3o2)c1	i
COc1ccc(O)c(CN2CCOCC(CN(C)C)C2)c1 (stereo not given)	i
CCC(CC)C(=O)Nc1cc(C)ccc1OCc1cc(=O)n2oc(C)cc2n1	i
CCOC(=O)c1c(NC(=O)c2ccc(Cl)cc2)sc2c1CCN(C(C)C)C2	i
Clc1ccc(N2CCN(Cc3cnn4cccnc34)CC2)nc1	i
Cc1cccc(-c2cc(N3CCN(C(=O)Nc4cccc(C)c4C)CC3)ncn2)c1	i
CN1CCCn2nc(C(=O)NCC3(COc4ccccc4)CC3)cc2C1	i
COc1ccc(-c2nc[nH]c2-c2ccccc2)cc1CN(C)C	i
Nc1nc(N2CCCCCC2)ncc1S(=O)(=O)c1cccs1	+
CC(=O)Nc1nc2cc(NC(=O)C3CCCN(S(=O)(=O)N4CCCC4)C3)ccc2s1 (stereo not given)	i
COc1ccc(Nc2nc(N3CCCC(C)C3)nc3c2cnn3-c2ccccc2)cc1 (stereo not given)	i
O=C(Nc1cccc(N2CCCS2(=O)=O)c1)c1ccccc1Br	i
O=C(NCCn1c(CCc2ccccc2)nc2cccnc21)c1ccc(F)c(F)c1	i
CCc1ccc(CN2CCC(CNC(=O)Nc3ccccc3)C2)nc1 (stereo not given)	i
Cc1nn(-c2ccc(-c3noc(C4CCC4)n3)cc2)cc1C(=O)Nc1ccc(S(N)(=O)=O)cc1	i
Cc1ccc(NCc2cc(=O)n3[nH]c(NCc4ccccc4Cl)nc3n2)cc1	+
Cc1noc(C)c1C(=O)N1CC[C@@H](c2ccc3ccccc3c2)[C@H](O)C1	i
CCCNc1ncc([C@@H]2C[C@H](NC(C)=O)C[C@H](C3CCCCC3)O2)cn1	i

Later entries:
SMILES	FECH block
COc1ccccc1-c1nccn1C(Cn1ccnc1)c1ccccc1 (stereo not given)	i
CC(C)n1c(CNS(=O)(=O)c2ccc(Cl)cc2)nc2cccnc21	i
COc1ccc(Cl)cc1S(=O)(=O)N1CCC(n2c(C(F)(F)F)nc3cccnc32)CC1	i
CCn1c(=O)n(CCCN(C)C)c(=O)c2cnc(-c3ccc(Cl)cc3)nc21	i
Cc1cc(C)cc(N2CCC(NCCn3ncc4ccccc4c3=O)CC2)c1	i
COc1ccc(Nc2cc(-c3cccc(C)c3)nc(C)n2)c(OC)c1	i
Cc1cc(C)n2nc(CN(C(=O)c3ccccc3F)c3ccc(Cl)cc3)nc2n1	i
CC1CCCCN1CCCNC(=O)C1CCN(c2ncnc3c2nc2n3CCCCC2)CC1 (stereo not given)	i
O=C(c1coc(COc2ccccc2F)n1)N1CCS(=O)(=O)CC1	i
CN(Cc1ccc2ccccc2n1)C(=O)c1ccc(N2CC(O)C2)nc1	i
N[C@H]1CN[C@H](C(=O)N2CCC(c3nc(-c4ccccc4)no3)CC2)C1	i
Cn1c(=O)n(Cc2ccc(F)cc2Cl)c(=O)c2cnc(-c3cccnc3)nc21	i
Cc1nc(C)c(C(=O)N2CCCn3cncc3C2)s1	i
Cc1nc2nc[nH]n2c(=O)c1NC(=O)Nc1ccc2c(c1)OCO2	i
Cc1n[nH]c(C)c1CCN1CCC(N2CCCC2=O)CC1	i
CCc1ccc(S(=O)(=O)Nc2cnc(N3CCC(N4CCCCC4)CC3)c(C(=O)O)c2)cc1	i
CCOc1ccc(C(=O)NCc2nc3cccnc3n2Cc2ccc(OC)cc2)cc1OCC	i
O=C(O)c1cccnc1CN(Cc1ccc2c(c1)OCO2)C1CC1	i
Cc1ccc(NC(=O)CN2C(=O)CN(C)C(=O)c3ccccc32)cc1C	i
Cc1ccc(N2C(=O)CCS2(=O)=O)cc1S(=O)(=O)Nc1ccccc1C(N)=O	i
O=S1(=O)CCC(Cn2ccnc2-c2cc(CN3CCCC3)cs2)C1 (stereo not given)	i
Cc1ccc(S(=O)(=O)Nc2cnc(N3CCN(c4cccc(C)c4)C(C)C3)c(C(=O)O)c2)cc1 (stereo not given)	i
CSc1nc(Nc2cc(Cl)cc(Cl)c2)c(C#N)c(-c2ccc(C)cc2)n1	i
Cc1ncsc1CCN(C)C(=O)c1cn(-c2ccccc2)nn1	i
CC(=O)N1CCc2c(sc(NC(=O)Cc3ccccc3)c2-c2nc3ccccc3s2)C1	i
CCC(CO)N(Cc1ccsc1)Cc1sccc1C (stereo not given)	i
CCCn1c(CNS(=O)(=O)c2ccc(OC)cc2)nc2cccnc21	i
CN1CCCN(CC(=O)N(Cc2ccco2)Cc2cccs2)CC1	i
Cc1cc(C)cc(NS(=O)(=O)c2ccc3c(c2)CCN3C(=O)CCC(=O)N2CCOCC2)c1	i
COc1cccc(Nc2c(-c3ccc4c(c3)CCCC4)c(=O)c2=O)c1	i
COc1ccc(NC(=O)COc2cc(C)nc(-c3ccc(C)cc3)n2)c(OC)c1	i
COc1ccc(-c2cc(=O)[nH]c(SCc3nc(-c4ccccc4C)oc3C)n2)cc1	i
CC(=O)N1CCn2nc(C(=O)N(Cc3c(F)cccc3Cl)C3CC3)cc2C1	i
COc1ccccc1CCCNC1CCCNC1 (stereo not given)	i
COc1ccc(C2(C(=O)NCCC3CCCN(C)C3)CC2)cc1 (stereo not given)	i
COc1cccc(N2CC(NC(=O)c3ccc(Br)o3)CC2=O)c1 (stereo not given)	i
Cc1ccnc(N2CCC(C(=O)Nc3ccc(S(N)(=O)=O)cc3)CC2)n1	i
CNCc1cc(-c2ccc(C)c3ncccc23)ccc1OC	i
CC(C)c1nc(-c2ccc3ccccc3n2)n(-c2ccccn2)n1	i
O=C(CN1CCCN(Cc2ccccc2)S1(=O)=O)Nc1cccc(F)c1	i
CCCc1nc(N2CCCOC(CN3CCOCC3)C2)c2cnn(C)c2n1 (stereo not given)	i
CSc1cccc(NC(=O)N2CCCCC2CCn2ccnc2C)c1 (stereo not given)	i
COc1cc2c(cc1CN1CCN(c3cncc(C(N)=O)n3)CC1)CCC2	i
Cc1nc2nc(-c3ccccc3)nn2c(Sc2ccccc2NC(=O)c2cccc(F)c2)c1C	i
Cc1nnc(CNC(=O)C2(N(C)CCc3ccccc3)Cc3ccccc3C2)o1	i
c1cnc(-c2nc(Cn3cnnc3)cs2)nc1	i
CC(C)(C)CNC(=O)c1nc[nH]c1C(=O)N1CCC(O)(c2ccc(Cl)cc2)CC1	i
CCC(=O)Nc1nc2n(n1)C(c1ccccc1)C=C(c1ccccc1)N2 (stereo not given)	+
COc1cccc(-c2cc(N3CCN(S(=O)(=O)c4ccc(F)cc4Cl)CC3)ncn2)c1	i
COc1cccc(OC)c1C(=O)Nc1ccccc1Sc1c(C)c(C)nc2nc(-c3ccccc3)nn12	i
C=CCN(Cc1nc(-c2ccccc2)no1)Cc1nc(C)ccc1O	i
CCC(C(=O)NCc1ccc2[nH]c(C)c(C)c2c1)N1Cc2ccccc2C1=O (stereo not given)	i
Cc1ccc(OCc2nc(-c3ccc(C(=O)NCCc4ccc(S(N)(=O)=O)cc4)cc3)oc2C)cc1	i
Cn1nc(C(=O)NCc2ccc3[nH]c4c(c3c2)CCCC4)ccc1=O	i
COCCNC(=O)CSCc1nc(-c2ccc(Cl)cc2)no1	i
Cc1csc(NC(=O)CCCc2nc3cccnc3n2Cc2ccc(F)cc2)n1	i
COc1ccc(CN(Cc2ccc(F)cc2)CC2CCCO2)cn1 (stereo not given)	i
CCN1CCN(C(=O)C2CCN(c3ccc(-c4cccs4)nn3)CC2)CC1	i
Cc1ccccc1Nc1nc(N2CCC(Cc3ccccc3)CC2)nc2c1cnn2-c1ccccc1	i
Cc1ccc(N2CCCS2(=O)=O)cc1NC(=O)COc1ccccc1F	i

A stretch from the list above, as a working copy:
SMILES	FECH block
Cc1ccccc1Nc1nc(N2CCC(Cc3ccccc3)CC2)nc2c1cnn2-c1ccccc1	i
Cc1ccc(N2CCCS2(=O)=O)cc1NC(=O)COc1ccccc1F	i

Next records follow.
SMILES	FECH block
COc1ccc(S(=O)(=O)N2CCN(c3nc(C)cc(N4CCCC4)n3)CC2)cc1C	i
CCOC(=O)c1cc2ccsc2n1CC(=O)Nc1ccc(C)c(F)c1	i
CCc1c(C)nc2ncnn2c1Sc1ccc(NC(=O)c2cc(OC)cc(OC)c2)cc1	+
COc1ccc(CCNS(=O)(=O)c2ccc(N3C(=O)CCS3(=O)=O)cc2)cc1OC	i
Cc1[nH]cnc1-c1nccn1-c1cccc(N2CCNC2=O)c1	i
Cc1cc(NC(=O)CCC2CCCC2)n(-c2ncnc3c2cnn3-c2cccc(Cl)c2)n1	i
COc1ccccc1C(=O)N(Cc1nc2nc(C)cc(C)n2n1)c1ccccc1	i
CC(=O)N(C)c1ccc(NC(=O)CN(C)Cc2cccc3ncccc23)cc1	i
CCCn1c(CNS(=O)(=O)c2ccccc2)nc2cccnc21	i
CCc1cc(CN(C)C(CC)C(=O)Nc2ccccc2)on1 (stereo not given)	i
Cc1[nH]nc(CCC(=O)NC2CC(=O)N(Cc3cccc(F)c3)C2)c1C (stereo not given)	i
Cc1sc2nc(CCN)nc(N3CCN(S(C)(=O)=O)CC3)c2c1C	i

Marked active in FECH block, among the entries above:
SMILES	FECH block
Nc1nc(N2CCCCCC2)ncc1S(=O)(=O)c1cccs1	+
Cc1ccc(NCc2cc(=O)n3[nH]c(NCc4ccccc4Cl)nc3n2)cc1	+
CCC(=O)Nc1nc2n(n1)C(c1ccccc1)C=C(c1ccccc1)N2 (stereo not given)	+
CCc1c(C)nc2ncnn2c1Sc1ccc(NC(=O)c2cc(OC)cc(OC)c2)cc1	+

Reformatted with each value named: part of the list above
CCOC(=O)c1cc2ccsc2n1CC(=O)Nc1ccc(C)c(F)c1
  FECH block = i

CCc1c(C)nc2ncnn2c1Sc1ccc(NC(=O)c2cc(OC)cc(OC)c2)cc1
  FECH block = +

COc1ccc(CCNS(=O)(=O)c2ccc(N3C(=O)CCS3(=O)=O)cc2)cc1OC
  FECH block = i

Cc1[nH]cnc1-c1nccn1-c1cccc(N2CCNC2=O)c1
  FECH block = i
